Screening data from PubChem.
RGS12 GoLoco inh: qHTS Assay for Inhibitors of RGS12 GoLoco Motif Activity (Red Fluorophore). Guanine nucleotide-binding protein G(i) subunit alpha-1 (Homo sapiens), P63096. Gai1:RGS12 GoLoco peptide FP, rhodamine, 10 min. Potency, µM (doses to about 61.6 µM), without a hit: at the top dose activity, negative = inhibition, hits mostly inhibitors. hit rate 0.44% among 230,000. AID 880, 2007; active = well fitted inhibition curve with a large enough effect, not every such curve was filed as active; inactive = no such curve, though single readings can be large or run the other way; also: % is scaled to controls: 0 for no effect and ±100 for the full control effect; nearly all actives have a fitted effect of over 30% in size; many of its hits are not listed in these tables
Target sequence (P63096 whole entry, looked up): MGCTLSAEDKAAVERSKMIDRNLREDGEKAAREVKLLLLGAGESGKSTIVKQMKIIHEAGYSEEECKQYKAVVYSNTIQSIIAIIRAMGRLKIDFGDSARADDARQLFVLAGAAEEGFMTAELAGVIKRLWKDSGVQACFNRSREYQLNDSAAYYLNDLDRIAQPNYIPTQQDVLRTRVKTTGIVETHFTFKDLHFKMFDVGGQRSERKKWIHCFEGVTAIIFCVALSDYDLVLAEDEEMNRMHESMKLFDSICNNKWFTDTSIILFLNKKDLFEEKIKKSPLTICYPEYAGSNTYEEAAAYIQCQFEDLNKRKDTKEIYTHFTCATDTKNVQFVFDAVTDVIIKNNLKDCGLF
TexasRed fluor: Total Fluorescence Counterscreen for Inhibitors of the Interaction of Thyroid Hormone Receptor and Steroid Receptor Coregulator 2. hit rate 0.29% among 280,000. TRb/SRC2 Texas Red total fluorescence interference. Potency, µM (doses to about 106 µM), without a hit: at the highest dose fluorescence change, negative = quenching; active = well fitted curve in either direction with a large enough effect; inconclusive = small, poorly fitted or top-dose-only effect; also: % is scaled to controls: 0 for no effect and ±100 for the full control effect
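Flags fluorescent or light-absorbing compounds by total fluorescence, S + 2P, at 555 nm excitation and 632 nm emission. Mixture: 20 nM Texas Red SRC2 peptide, 0.6 uM human TRb LBD, 1 uM T3, 5% DMSO; compound exposure 5 h at ambient temperature.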
JMJD2E inh: qHTS Assay for Inhibitors of Human Jumonji Domain Containing 2E (JMJD2E). Lysine-specific demethylase 4E (Homo sapiens), B2RXH2. JMJD2E catalytic domain, FDH-coupled NADH fluorescence (FDH is formaldehyde dehydrogenase). Potency, µM (top dose mostly 57.1 µM), inactives show at the highest dose activity change, negative = inhibition, hits mostly inhibitors. hit rate 1.6% among 230,000; active = well fitted inhibition curve with a large enough effect, not every such curve was filed as active; inconclusive = small, poorly fitted or top-dose-only effect, or another doubt; inactive = no such curve, though single readings can be large or run the other way;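 also: 0% = wells with enzyme and -100% = buffer wells without enzyme; nearly all actives have a fitted effect of over 50% in size; many of its hits are not listed in these tables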
TRb-SRC2 inh: qHTS for Inhibitors of the Interaction of Thyroid Hormone Receptor and Steroid Receptor Coregulator 2; Thyroid hormone receptor beta (Homo sapiens), P10828; TRbeta-SRC2 peptide binding, fluorescence polarization; receptor liganded with 1 µM T3; Potency, µM (titrated, usually from 106 µM), for inactives: at the top dose activity change, negative = inhibition, most hits filed as inhibitors; hit rate 0.065% among 280,000;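 also: plate controls were bound peptide for no effect and peptide without receptor for full effect; nearly all actives have a fitted effect of over 50% in size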
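TRb LBD 0.6 uM + Texas Red SRC2 peptide 20 nM, 1 uM T3, Tris buffer w/ 5% DMSO; compound pinned, 5 h RT; FP read ex 555/em 632; normalized to unbound and bound controls.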
RECQ1 helicase: qHTS Assay for Inhibitors of RecQ-Like Dna Helicase 1 (RECQ1) | RECQ1 DNA unwinding, red fluorescence kinetic read | ATP-dependent DNA helicase Q1 (Homo sapiens), P46063 | Potency, µM (top dose mostly 57.3 µM), for the others: at the top dose activity, negative = inhibition, actives largely listed as inhibitors | hit rate 0.54% among 240,000 | AID 2549, 2010;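 also: plate controls were vehicle for no effect and no enzyme for full effect; nearly all actives have a fitted effect of over 30% in size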
Target sequence (P46063 whole entry, looked up): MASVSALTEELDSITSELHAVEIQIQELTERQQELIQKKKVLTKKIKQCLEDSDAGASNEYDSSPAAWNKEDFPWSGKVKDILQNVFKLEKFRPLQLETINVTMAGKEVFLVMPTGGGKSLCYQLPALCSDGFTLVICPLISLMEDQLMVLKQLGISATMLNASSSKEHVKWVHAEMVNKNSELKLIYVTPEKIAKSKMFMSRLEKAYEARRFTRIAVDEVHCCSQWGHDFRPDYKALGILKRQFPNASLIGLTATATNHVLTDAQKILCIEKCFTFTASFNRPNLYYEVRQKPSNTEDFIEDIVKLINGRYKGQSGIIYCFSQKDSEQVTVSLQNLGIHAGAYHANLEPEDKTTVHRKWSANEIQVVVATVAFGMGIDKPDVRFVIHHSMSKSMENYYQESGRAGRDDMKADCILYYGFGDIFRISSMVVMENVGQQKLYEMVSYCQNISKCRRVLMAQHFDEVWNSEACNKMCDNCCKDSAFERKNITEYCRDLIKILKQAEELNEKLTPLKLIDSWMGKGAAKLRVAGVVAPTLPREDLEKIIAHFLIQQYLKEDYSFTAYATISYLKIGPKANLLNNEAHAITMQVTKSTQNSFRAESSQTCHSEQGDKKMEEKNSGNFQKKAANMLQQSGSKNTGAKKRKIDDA
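RECQ1T1 50 nM; forked duplex (20 bp + 30-nt ss tails) 200 nM, ATP 2 mM final; pH 8.0, 2 mM MgCl2, 2.5 ug/ml poly(dI-dC); 15 min compound preincubation; discontinuous kinetic read over 2 h at RT.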
SMN2 splice up: qHTS Assay for Enhancers of SMN2 Splice Variant Expression. HEK293 SMN2-luciferase splicing reporter, luminescence, 30-36 h. Potency, µM (top dose mostly 46.1 µM), without a hit: at the highest dose activity change, positive = activation, most hits filed as activators. hit rate 2.8% among 210,000. AID 1458, 2008; also: % of control where 0% means no effect; nearly all actives have a fitted effect of over 55% in size
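HEK293 cells carry an SMN2 […]–luciferase reporter in which exon 7 inclusion puts luciferase in frame. Cells were plated 10-12 h before compound addition, then incubated 30-36 h at 37C. ONE-Glo luminescence was read; sodium butyrate at 4.5 mM final served as control.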
ALDH1A1 block: qHTS Assay for Inhibitors of Aldehyde Dehydrogenase 1 (ALDH1A1); Aldehyde dehydrogenase 1A1 (Homo sapiens), P00352; Potency, µM (titrated, usually from 75.3 µM), without a hit: top-dose activity, negative = inhibition, hits mostly inhibitors; hit rate 7.3% among 220,000; AID 1030, 2008; Purified ALDH1A1, NADH fluorescence, propionaldehyde substrate; active = well fitted inhibition curve with a large enough effect, not every such curve was filed as active; inconclusive = small, poorly fitted or top-dose-only effect, or another doubt; inactive = no such curve, though single readings can be large or run the other way;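 also: plate controls were no enzyme wells and a reference inhibitor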
Lamin A splicing: qHTS Assay for Modulators of Lamin A Splicing; Potency, µM (series often up to 46.1 µM), for inactives: top-dose ratio change, negative = inhibition, actives largely listed as inhibitors; hit rate 0.01% among 200,000; HeLa LMNA splicing GFP/RFP minigene ratio, 48 h; active = well fitted inhibition curve with a large enough effect in the signal ratio, with a control signal flat, not every such curve was filed as active; inconclusive = small, poorly fitted or top-dose-only effect, or effect the other way, or a change in a side signal; the % refers to the signal ratio; also: % is scaled to controls: 0 for no effect and ±100 for the full control effect
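S3 HeLa stable clones carrying a lamin A-EGFP splicing minigene plus DsRed2 were seeded at 600 cells/well in Opti-MEM with 2% FBS, pin-dosed and incubated 48 h at 37°C. Acumen cytometry (488 nm) gave the GFP/RFP total-intensity ratio.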
An asterisk follows results filed as active; i = inactive; ? = inconclusive; / = no result given; [ ] = another dose, or the depositor's remark. Unless noted, calls follow the shape of the dose curve; as a rule, active = well fitted curve in the direction sought with a large enough effect; inconclusive = small, poorly fitted or top-dose-only effect, or another doubt; inactive = no such curve, though single readings can be large; an effect the other way counts as inactive or inconclusive. Potency is read from the fitted curve at half-maximal effect. Not all compounds are listed; count on the stated rates, not on these rows.

SMILES,RGS12 GoLoco inh,TexasRed fluor,JMJD2E inh,TRb-SRC2 inh,RECQ1 helicase,SMN2 splice up,ALDH1A1 block,Lamin A splicing
O=c1cnc2cnc(Oc3cccc(Cl)c3)nc2n1CCc1ccccc1,-1%,/,/,/,i,/,?,14%
COc1ccccc1/C=C/C(=O)NC(=S)N(C)C1CCCCC1,3%,-4%,-22%,-6%,i,-4%,?,-1%
CCn1c(CCCc2ccc(OC)c(C)c2)n[nH]c1=S,18%,-1%,3%,-2%,i,-4%,?,/
C/C=C/c1ccc(OCC(=O)OCC)c(OC)c1,1%,5%,-1%,-6%,i,-11%,18%,15%[46 µM]
CC(C)(C)C(=O)Nc1ccc2oc(-c3cc(F)c(F)cc3Cl)nc2c1,5%,-9%,?,-5%,i,25%,-6%,4%
O=C(O)c1ccccc1NS(=O)(=O)c1ccccc1C(F)(F)F,-3%,-1%,0%,6%,2%,29%,10%,8%
CCOC(=O)c1ccc2nc(Nc3nc4ccc(F)cc4s3)sc2c1,14%,0%,5%,6%,4%,-61%[inhibitor],?,7%
CCCn1nnc(NC(=O)c2ccccc2Br)n1,6%,-1%,1%,1%,-5%,24%,3%,11%
CN(C(=O)c1cccc(C#N)c1)c1nnc(C2CCOC2)s1 (stereo not drawn),-4%,-2%,11%,2%,0%,/,8%,4%
COc1ccc(-c2[nH]ncc2CNC(C)c2ccccc2Cl)cc1F (stereo not drawn),10%,-1%,-1%,9%,-6%,-6%,-4%,-3%[46 µM]
CC(=O)c1ccc(NC(=O)C(Cc2ccccc2)NC(=O)c2ccco2)cc1 (stereo not drawn),14%,0%,5%,3%,-10%,-6%,-5%,-1%
CCCc1cc(=O)[nH]c(SCC(=O)c2cc(C)n(C3CC3)c2C)n1,2%,2%,-4%,-7%,i,3%,1%,11%
CCN(CC)CC(C)CNC(=O)CC(C(=O)N1CCc2ccccc21)n1ccnc1 (stereo not drawn),0%,3%,-19%,0%,0%,7%,4%,-5%
CCc1ccccc1NC(=O)/C(=C/c1ccccc1)c1ccccc1,3%,-1%,2%,4%,-7%,-20%,5%,?
Clc1ccc(Oc2cccc(/C=N/n3cnnc3)c2)cc1,-4%,-1%,2%,-9%,6%,-47%[inhibitor],?,-5%
Cn1cccc1/C=N/NC(=O)c1cc(-c2cccs2)nc2ccccc12,-2%,0%,?,-1%,-15%,0%,?,?
COc1ccc(C(C[N+](=O)[O-])n2nc(C)cc2C)cc1 (stereo not drawn),8%,-1%[53 µM],-17%,1%[53 µM],-12%,14%,10µM*,?
Cc1ccc(S(=O)(=O)c2c(COC(=O)c3cccc(Cl)c3)c(-c3ccccc3)nn2C)cc1,-4%,2%,3%,5%,i,-20%,?,8%
O=C(c1cc2c(s1)CCCCC2)N1CCN(c2ncccn2)CC1,-2%,0%,-5%,5%,i,2%,14µM*,-11%
COc1ccc(N2CCN(Cc3cc(OC)c(O)c([N+](=O)[O-])c3)CC2)cc1,6%,-6%,22µM*,-1%,-1%,-21%,?,5%
O=[N+]([O-])c1cccnc1N1CCCCC1,-6%,0%,2%,-6%,17%,-9%,-3%,8%
Cc1ccccc1NC(=S)NC(NC(=O)COc1ccccc1)C(Cl)(Cl)Cl (stereo not drawn),/,-5%,3%,0%,-7%,/,?,?
O=C1CCC(C(=O)N2CCCC(C(=O)c3ccc4c5c(cccc35)CC4)C2)=NN1 (stereo not drawn),13%,0%[53 µM],-2%,3%[53 µM],i,/,?,/
N#Cc1c(N)nc(SCC(=O)OCc2ccccc2)c(C#N)c1-c1ccco1,20%,-1%,?,-1%,-10%,8%,?,8%
CCOC(=O)CC1=NS(=O)(=O)c2ccccc2N1,4%,-2%,-4%,-14%,12%,8%,1%,1%
CCOC(=O)C(C(=O)OCC)=C1OC(=O)c2ccccc21,1%,1%,-2%,-7%,-11%,-1%,?,-4%
COc1ccc(C2=NN(C(=O)c3cccs3)C(c3ccccc3O)C2)cc1 (stereo not drawn),12%,0%,?,-6%,-1%,-19%,?,/
COc1cc(CC(=O)Nc2ccccc2N2CCCCC2)cc(OC)c1OC,14%,-5%,-1%,-2%,i,-4%,-3%,-3%[46 µM]
Cc1ccc(N2CC(c3nc4ccccc4n3C)CC2=O)cc1 (stereo not drawn),-9%,-2%,10%,-2%,i,/,/,/
C/C(=C1\SC(N2CCOCC2)=NC1=O)c1ccccc1,9%,1%,0%,-1%,1%,8%,-7%,4%

Next results follow.
SMILES,RGS12 GoLoco inh,TexasRed fluor,JMJD2E inh,TRb-SRC2 inh,RECQ1 helicase,SMN2 splice up,ALDH1A1 block,Lamin A splicing
O=C(CSc1nnc(-c2ccncc2)n1Cc1ccccc1)Nc1nccs1,-2%,-1%,5%,-10%,-14%,-8%,1%,6%
Fc1nc(F)c(F)c(NCCCNc2c(F)c(F)nc(F)c2F)c1F,-7%,-2%,3%,-6%,-4%,-26%,2%,/
CCn1ncc(C2=NOC(C(=O)N3CCN(c4ccccc4)CC3)C2)c1C (stereo not drawn),/,-2%,0%,2%,i,/,4%,-1%
COc1ccccc1C1/C(=C(/O)c2ccc(Cl)cc2)C(=O)C(=O)N1CCN1CCOCC1 (stereo not drawn),1%,2%,-10%,-2%,-7%,-16%,?,1%
COc1ccc(C(=O)COC(=O)CCn2nnc(-c3cccs3)n2)cc1,2%,2%,3%,0%,7%,-6%,0%,1%
Cc1cc(C(=O)Nc2ccccn2)no1,-10%,-2%,4%,2%,-4%,11µM*,8%,23%
CC1CCN(C(=S)c2ccc(N(C)C)cc2)CC1,-5%,-1%,-29%,10%,i,11%,13µM*,/
COc1cc(/C=C2\SC(N3CCc4ccccc4C3)=NC2=O)cc(OC)c1OC,8%,?,-6%,-6%,-13%,10%,?,-22%
CCn1c2ccccc2c2cc(/C=N/NC(=O)c3ccccc3C)ccc21,-3%,1%,?,8%,-12%,-72%[inhibitor],?,?
NC(=O)c1ccc(NC(=O)COC(=O)c2ccc([N+](=O)[O-])cc2)cc1,7%,-5%,2%,0%,i,/,/,/
CCOc1cc(C2NN=C(c3ccccc3)S2)ccc1OCc1ccc(F)cc1 (stereo not drawn),11%,1%,?,-7%,5%,13µM*,?,-5%
COc1ccc(N(CC(=O)NCc2ccccc2OC)S(=O)(=O)c2ccccc2[N+](=O)[O-])c(OC)c1,3%,-3%,-4%,0%,-5%,/,?,?
COc1ccc(Nc2cc(C)c3ccccc3n2)cc1,0%,-8%,?,-2%,-16%,?,6%,?
Cc1ccc(S(=O)(=O)N2CCCCC2c2cccnc2)c(C)c1C (stereo not drawn),-13%,0%,5%,2%,0%,/,?,/
COc1ccc(N2CCN(C(=O)CN(C)S(=O)(=O)c3ccc4c(c3)c(=O)n(C)c(=O)n4C)CC2)cc1,4%,1%,-9%,1%,-1%,-31%[inhibitor],-1%,/
COc1ccc(CNC(=O)CCSCc2ccccc2C)cc1,-18%,0%,-15%,-9%,-7%,1%,4µM*,/
Cc1ccc(-c2nn(-c3ccccc3)cc2C2CC(c3cccs3)=NN2C(=O)CCCC(=O)O)cc1 (stereo not drawn),6%,-3%,?,-3%,-4%,-40%[inhibitor],?,-2%
COCC(=O)N(C)C1(c2nnnn2CCOC(=O)Nc2cccc3ccccc23)CCCC1,3%,0%,?,3%,32µM*,-2%,2%,2%
C/C(=N\NC(=O)OC(C)(C)C)c1ccccc1Br,-7%,1%,-6%,8%,18%,12%,1%,/
CC(C)CCn1c(O)c(N=Nc2ccccn2)c2ccccc21,7%,-3%,-17%,5%,-4%,-9%[1.84 µM],0.35µM*,?
Nc1nc(C(F)(F)F)cc(=O)[nH]1,1%,-1%,7%,1%,i,/,/,/
Cc1c(NC(=O)c2cc(-c3ccc4c(c3)OCO4)on2)c(=O)n(-c2ccccc2)n1C,2%,-3%,3%,-4%,-6%,/,2%,-4%
Cc1ccc(O)c(CCc2ccc(O)cc2)n1,5%,-1%[53 µM],?,-7%[53 µM],-9%,/,?,/
NC(=O)c1c(NC(=O)CCCn2cnc([N+](=O)[O-])n2)sc2c1CCCC2,9%,-1%,-25%,-6%,i,19%,1.6µM*,/
COc1ccc(Cc2nnc(NS(=O)(=O)Cc3ccccc3)s2)cc1,-5%,-1%,1%,-7%,-13%,?,?,0%
O=C(N/N=C/c1cc(Cl)ccc1O)c1ccc(Br)cc1,110%[activator],-8%,?,13%,-18%,-99%[inhibitor],-10%,?
CN1CCN(C(=O)c2cn(-c3ccccc3)nc2-c2cccnc2)CC1,-6%,-1%,3%,-18%,-11%,2%,?,0%
